UPR XBP1 act = activators of adaptive XBP1 UPR arm, primary screen, cell-based, CHO-XBP1 luciferase reporter, luminescence, uHTS. 330,000 tested, 0.33% active. AID 463104, 2010. activation, % at 20 µM. IRE1-XBP1 UPR activation; percent of tunicamycin response, DMSO as zero;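 active means versus positive control, 20 µM dose yields 30% or more activation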;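 further: 100% = tunicamycin at 10 µg/mL and 0% = DMSO only wells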
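Material: CHO-XBP1 cells stably carrying IRE1-XBP1-driven luciferase reporter / Amount: 1000 cells per well / Compound: 20 µM, 1% DMSO / Times: 6 h treatment, 37 °C / Detection: luciferase luminescence / Measure: % activation of reporter signal versus tunicamycin and DMSO controls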
tim10-1 inh = growth inhibitors of tim10-1 mutant yeast, primary screen, luminescence, uHTS | S. cerevisiae tim10-1 ts strain growth, BacTiter-Glo, 24 h | AID 463190, 2010 | inhibition, % at 20 µM | 330,000 tested, 2.2% active;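 active means inhibition of at least 40%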;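 further: mutant grown at 25 °C; 0% = DMSO wells with yeast and 100% = wells holding no yeast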
697 NFkB inh = inhibitors of PMA/ionomycin-induced NF-kB reporter, 697 cells, primary screen, B-cell NF-kB inhibitor project, cell-based, luminescence, uHTS; 697 B-cell NF-kB luciferase reporter, 16 h; inhibition, % at 4 µM; 330,000 tested, 0.33% active; in the data active means inhibition above about 35%
CHOP UPR activ = activators of apoptotic CHOP UPR arm, primary screen, cell-based, CHO-CHOP luciferase reporter, luminescence, uHTS | activation, % at 10 µM | 330,000 tested, 0.34% active | UPR activation; percent of tunicamycin response over DMSO baseline;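 active means at 10 µM dose, activation of 40% or more, normalized to positive control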;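 further: 100% = tunicamycin at 10 µg/mL and 0% = DMSO alone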
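Test system: CHO-CHOP cells, stable luciferase reporter of PERK-eIF2a-CHOP signalling | Quantity: 500 CHO-CHOP cells per well | Buffer or medium: F12 plus 10% serum | Compound dosing: 10 µM single point, 0.5% DMSO | Schedule: 6 h compound treatment, 37 °C | Signal: Luciferase luminescence | Control set: Tunicamycin high control, DMSO low control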
Mdm2 MdmX PPI = inhibitors of human Mdm2-MdmX association, primary screen, cell-based, luminescence, split luciferase, SaOS-2, uHTS | inhibition, % at 8 µM | AID 485346, 2010 | SaOS-2 split-luciferase Mdm2/MdmX complementation | 330,000 tested, 3% active;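 active means inhibition of at least 50% at 8 µM in the primary screen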
Target sequence (O15151 whole entry, looked up): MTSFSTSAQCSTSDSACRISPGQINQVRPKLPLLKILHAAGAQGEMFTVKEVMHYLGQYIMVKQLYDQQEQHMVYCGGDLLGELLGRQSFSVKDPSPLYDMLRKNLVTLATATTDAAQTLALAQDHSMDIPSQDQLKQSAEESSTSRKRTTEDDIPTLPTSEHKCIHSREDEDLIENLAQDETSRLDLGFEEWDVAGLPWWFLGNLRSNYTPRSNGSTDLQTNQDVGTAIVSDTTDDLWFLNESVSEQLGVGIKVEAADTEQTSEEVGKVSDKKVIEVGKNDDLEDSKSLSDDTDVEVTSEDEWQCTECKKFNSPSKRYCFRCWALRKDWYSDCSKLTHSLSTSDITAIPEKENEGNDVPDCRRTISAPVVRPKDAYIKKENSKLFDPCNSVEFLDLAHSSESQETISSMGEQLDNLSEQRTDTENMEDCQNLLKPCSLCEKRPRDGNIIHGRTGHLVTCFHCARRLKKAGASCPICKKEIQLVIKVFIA
Target sequence (Q00987 whole entry, looked up): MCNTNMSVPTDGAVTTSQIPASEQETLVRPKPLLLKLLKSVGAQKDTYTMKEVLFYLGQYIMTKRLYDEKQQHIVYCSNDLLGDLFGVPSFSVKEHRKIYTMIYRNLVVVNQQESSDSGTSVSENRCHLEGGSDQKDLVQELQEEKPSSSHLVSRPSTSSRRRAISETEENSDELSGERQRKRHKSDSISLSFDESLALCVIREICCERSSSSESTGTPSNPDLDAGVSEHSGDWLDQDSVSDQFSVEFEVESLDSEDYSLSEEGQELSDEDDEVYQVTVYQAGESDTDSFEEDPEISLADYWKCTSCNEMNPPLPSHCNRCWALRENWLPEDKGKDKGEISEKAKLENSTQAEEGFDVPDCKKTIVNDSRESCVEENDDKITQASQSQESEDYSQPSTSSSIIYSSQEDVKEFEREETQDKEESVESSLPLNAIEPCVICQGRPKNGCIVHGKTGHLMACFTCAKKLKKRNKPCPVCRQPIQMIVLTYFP
Jurkat NFkB inh = inhibitors of induced NF-kB luciferase reporter, primary screen, TCR NF-kB activation inhibitor project, cell-based, luminescence, uHTS | 330,000 tested, 0.53% active | Jurkat, PMA/ionomycin-induced NF-kB luciferase reporter | inhibition, % at 4 µM; in the data active means inhibition above about 50%
tim23-1 inh = growth inhibitors of tim23-1 mutant yeast, primary screen, luminescence, uHTS; 330,000 tested, 1.3% active; AID 463212, 2010; S. cerevisiae tim23-1 growth, BacTiter-Glo luminescence, 24 h; inhibition, % at 20 µM;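 active means growth inhibition of the mutant yeast at or above 50%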;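 further: temperature-sensitive mutant grown at 25 °C; plate controls were DMSO-treated mutant yeast for no effect and medium wells lacking yeast for full effect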
TIM10 inh = growth inhibitors of isogenic TIM10 control yeast, primary screen, counter-screen for tim10-1 yeast inhibitor project, luminescence, uHTS; S. cerevisiae TIM10 strain growth, BacTiter-Glo luminescence, 24 h; inhibition, % at 10 µM; 330,000 tested, 1.4% active;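 active means inhibition of 40% or more at the single tested concentration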;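 further: wild-type TIM10 isogenic control strain grown at permissive 25 °C; 0% = DMSO yeast wells and 100% = minimal medium wells without yeast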
Starred values were filed as active, the others as inactive.

SMILES	UPR XBP1 act	tim10-1 inh	697 NFkB inh	CHOP UPR activ	Mdm2 MdmX PPI	Jurkat NFkB inh	tim23-1 inh	TIM10 inh
O=C(CCC1CCCCC1)Nc1cc(Cl)ccc1N1CCOCC1	-1.6	10.4	-4.1	-0.3	7.4	-1.0	23.6	5.2
O=C(COC(=O)Cc1ccc(Cl)cc1)NCCc1ccccc1	-1.1	13.5	-7.7	-1.2	14.6	-14.4	17.8	3.7
CCSc1nc2ccccc2n1C(=O)c1ccc(S(=O)(=O)N2CCCCCC2)cc1	-1.5	23.9	22.4	1.2	-3.4	-6.5	33.1	14.9
CC(C)n1c(=S)[nH]c2cc(Cl)ccc21	0.4	17.7	3.8	1.2	12.1	12.0	23.3	16.0
COc1ccc(-c2cc(=O)oc3cc(OC(=O)C4CCCCC4)c(Cl)cc23)cc1	1.9	44.0*	-3.1	-0.9	75.1*	9.8	36.8	38.1
c1ccc(CSc2nnc3ccc(-c4cccs4)nn23)nc1	-0.7	14.4	-16.2	5.0	-10.9	-8.2	0.7	9.5
COc1ccc(N2CCN(C(=O)c3ccc(CNc4c(N5CCOCC5)c(=O)c4=O)cc3)CC2)cc1	0.8	16.0	-38.2	-0.3	-54.2	-24.0	6.9	1.9
COc1ccccc1Nc1nnc(SCC2CCCCO2)s1 (stereo not drawn)	-7.1	18.4	-149.3	0.1	-32.9	-113.4	42.1	15.7
CCn1cc(/C=C(\NC(=O)c2ccc(C)cc2)C(=O)NCCCN2CCOCC2)c2ccccc21	-4.3	-0.8	-0.4	-1.3	5.2	-1.4	6.3	9.2
Cc1ccc(/C=N/NC(=O)c2cc(-c3ccncc3)nc3ccccc23)o1	10.9	10.7	29.1	0.0	48.0	39.3	10.2	12.4
CC(C)[C@H](NC(=O)c1ccccc1)C(=O)OCC(=O)Nc1sccc1C(N)=O	-0.8	12.2	-3.4	-1.1	0.7	-5.4	0.1	-4.9
COc1ccc(Nc2nc(N3CCN(S(C)(=O)=O)CC3)nc3ccccc23)c(OC)c1	-3.7	2.1	-8.8	1.0	18.7	-2.3	13.8	6.6

Reprinted from the part before: 2 compounds, then new ones.
SMILES	UPR XBP1 act	tim10-1 inh	697 NFkB inh	CHOP UPR activ	Mdm2 MdmX PPI	Jurkat NFkB inh	tim23-1 inh	TIM10 inh
CC(C)[C@H](NC(=O)c1ccccc1)C(=O)OCC(=O)Nc1sccc1C(N)=O	-0.8	12.2	-3.4	-1.1	0.7	-5.4	0.1	-4.9
COc1ccc(Nc2nc(N3CCN(S(C)(=O)=O)CC3)nc3ccccc23)c(OC)c1	-3.7	2.1	-8.8	1.0	18.7	-2.3	13.8	6.6
Cc1cc(C)cc(NC(=O)C[n+]2ccccc2)c1	-1.6	2.7	5.2	-2.2	19.5	1.5	1.9	9.6
CCCCCCCCN1C(=O)C(O)=C(C(C)=O)C1c1ccccn1 (stereo not drawn)	-1.0	12.8	1.3	6.9	2.1	-2.5	-9.7	-19.5
O=C(O)c1cc(S(=O)(=O)Nc2ccc3cn[nH]c3c2)ccc1Cl	-1.1	7.1	-16.5	-1.0	-20.8	4.8	13.1	-1.9
CCOC(=O)C/C(C)=N/NC(=O)c1cccs1	-0.3	5.3	7.5	1.2	8.7	0.5	11.0	10.1
O=C(COC(=O)c1ccc(CO)cc1)c1ccc(S(=O)(=O)N2CCCCC2)cc1	-1.8	31.6	17.3	0.3	11.5	3.3	14.1	8.9
COC(=O)c1sccc1NC(=S)Nc1cc(C)cc(C)c1	1.8	27.0	13.0	1.1	-2.8	6.8	11.4	1.4
CC(C)N(Cc1ccccc1)C(=O)COC(=O)c1ccc2c(c1)OCCO2	-0.9	21.9	-5.4	0.3	-3.8	9.3	-12.2	-5.4
Cn1c(C(=O)NCC2CCCO2)cc2c(=O)n3ccccc3nc21 (stereo not drawn)	3.2	18.9	8.5	4.7	8.9	-8.4	-9.8	-6.3
Cc1cc(-c2ccccc2)nc2[n+]1CCN2C	-2.6	-2.9	-37.0	1.1	23.6	1.3	-3.4	2.2
Cc1cc(C)n(C(=O)CCC(=O)Nc2ccc(C)c(C)c2)n1	0.2	-18.6	16.4	-1.1	24.0	2.3	0.1	-4.5
COc1ccc(/C(C)=N\O)cc1OC	-4.7	3.5	-2.6	-0.7	4.0	14.9	-10.7	1.9
Cc1oc2cc3oc(=O)c(CC(=O)NCC(=O)N[C@@H](C(=O)O)c4ccccc4)c(C)c3cc2c1C	-3.3	-0.7	-2.2	-1.0	30.8	3.8	9.4	-7.3

Just TIM10 inh, UPR XBP1 act and tim23-1 inh, for 7 of the compounds above:
canonical_smiles,TIM10 inh,UPR XBP1 act,tim23-1 inh
CCOC(=O)C/C(C)=N/NC(=O)c1cccs1,10.1,-0.3,11.0
CCCCCCCCN1C(=O)C(O)=C(C(C)=O)C1c1ccccn1 (stereo not drawn),-19.5,-1.0,-9.7
COC(=O)c1sccc1NC(=S)Nc1cc(C)cc(C)c1,1.4,1.8,11.4
O=C(COC(=O)c1ccc(CO)cc1)c1ccc(S(=O)(=O)N2CCCCC2)cc1,8.9,-1.8,14.1
Cc1oc2cc3oc(=O)c(CC(=O)NCC(=O)N[C@@H](C(=O)O)c4ccccc4)c(C)c3cc2c1C,-7.3,-3.3,9.4
Cc1cc(C)cc(NC(=O)C[n+]2ccccc2)c1,9.6,-1.6,1.9
Cn1c(C(=O)NCC2CCCO2)cc2c(=O)n3ccccc3nc21 (stereo not drawn),-6.3,3.2,-9.8

Further entries.
SMILES	UPR XBP1 act	tim10-1 inh	697 NFkB inh	CHOP UPR activ	Mdm2 MdmX PPI	Jurkat NFkB inh	tim23-1 inh	TIM10 inh
O=c1c2ccccc2c(-c2ccc(Br)cc2)nn1Cc1ccccc1	-6.4	6.7	-4.5	2.3	25.8	-14.8	-22.5	1.0
Cc1cc(=O)oc2cc(OCC(=O)N3CCCC(C)C3)ccc12 (stereo not drawn)	2.6	12.9	17.6	-1.0	6.3	-3.1	4.8	2.3
CCCCn1c(N)c(N(CCOC)C(=O)c2cccc(-n3cnnn3)c2)c(=O)[nH]c1=O	0.9	0.5	9.0	2.4	12.3	9.3	8.3	-0.5
CCCCNC(=O)CO/N=C(\C)c1cc2ccccc2o1	1.1	-8.5	-4.7	3.4	-23.0	-19.4	-4.9	-12.9
Cc1ccc(C)c(OCCC(=O)NNC(=O)c2ccccc2)c1	-2.0	-21.5	12.4	-1.2	-4.4	-2.5	-6.5	-8.6
C#CCOCCOCCOCCNc1nc(N2CCN(C(=O)[C@H](Cc3ccc(O)cc3)n3cc([C@@H](N)C(C)CC)nn3)CC2)nc(N2CCN(C(=O)[C@H](CCCCN)n3cc([C@@H](N)CC(C)C)nn3)CC2)n1 (stereo partly drawn)	-2.2	9.7	-23.4	0.0	9.7	-15.5	21.1	14.9
O=C(C1CCCN(S(=O)(=O)c2cnc[nH]2)C1)N1CC(=O)N(CCc2ccccc2)C(=O)C1 (stereo not drawn)	-0.5	-18.4	-7.6	0.9	-12.4	-3.1	-16.1	-0.5
COc1cc(CN2CCN(C(c3ccccc3)c3ccccc3)CC2)cc(OC)c1OC	-4.0	-21.3	-16.0	2.8	16.1	5.1	-21.3	-0.5
COc1ccc(C(C)=O)cc1CSc1nnc(Nc2ccccc2C)s1	-1.9	5.8	13.1	0.2	21.0	20.1	22.8	7.1
CCCCN(C(=O)c1cccc(-n2cnnn2)c1)c1c(N)n(CC(C)C)c(=O)[nH]c1=O	0.1	20.3	16.9	1.5	-6.4	-6.5	15.4	13.8
Cc1cccc(-n2c(Cc3cc(=O)[nH]c(=O)[nH]3)nnc2SCC(=O)N2CCCCC2)c1	-2.2	2.6	25.7	-0.6	18.1	8.1	14.3	-9.1
O=c1[nH]c(N2CCOCC2)nc2ccccc12	1.0	0.9	-5.9	2.3	4.2	6.7	8.6	-5.1
COC(=O)C(O)(CC(=O)Nc1cccc(SC)c1)C(F)(F)F (stereo not drawn)	-3.3	1.7	-12.6	0.5	19.3	-5.7	6.4	9.3
Cc1cc(OCCOCCNCc2ccccc2)ccc1C(C)C	0.2	-18.8	-2.1	0.7	9.7	3.3	2.2	-23.3
c1ccc2[nH]c(NCCCN3CCOCC3)nc2c1	0.9	20.1	-8.1	1.2	0.1	-19.0	27.5	-1.7
COc1ccc(S(=O)(=O)N2CCC(O)(c3ccc4c(c3)OCO4)CC2)cc1	-3.8	10.3	13.7	0.4	-1.9	11.2	4.4	11.2
Cc1c(N=Cc2ccccn2)c(=O)n(-c2ccccc2)n1C	-2.5	11.3	6.1	1.4	15.7	8.4	8.5	10.3
Cc1ccccc1Nc1nnc(SCc2nc3ccccc3c(=O)[nH]2)s1	-2.3	-2.0	12.5	1.0	27.2	5.3	-8.4	-4.6
O=C(COC(=O)C1=COCCO1)Nc1ccc(OC(F)F)cc1	-1.4	5.9	6.3	1.6	4.5	-13.9	13.8	-2.1
O=C1CCC(=O)N1CCSC(=S)N1CCSCC1	3.1	10.8	10.1	3.3	-23.1	7.9	-5.2	9.1
COc1ccc2nc(C)cc(Sc3nc4ccccc4s3)c2c1	-4.6	31.8	42.5*	-1.8	77.7*	27.4	36.2	26.2
COc1ccccc1-c1nnc(NC(=O)C(C)SC2=NCCS2)s1 (stereo not drawn)	-0.7	24.1	17.2	1.9	6.7	1.2	38.6	22.2
Cc1cc(Cl)ccc1NC(=O)COC(=O)c1c(C)noc1C	-3.2	-0.9	7.0	0.2	24.0	-10.9	-6.5	-2.8
COC(=O)c1sc(NC(=O)c2csc3c2CCCC3)nc1C	9.7	30.1	-137.4	4.4	-108.4	-83.4	19.9	9.6
Cc1cc(C)c(S(=O)(=O)N2CCCCC2)cc1N(C)S(=O)(=O)c1ccc(Cl)cc1	-1.4	25.8	0.0	-1.9	40.9	-10.1	10.9	14.1
O=C(Nc1ccc(F)cc1)c1ccc(C(=O)N2CCCC(O)C2)cc1 (stereo not drawn)	3.5	-1.1	6.8	0.1	17.9	7.2	10.4	3.1
O=C(Nc1ccc2c(c1)oc1ccccc12)c1ccc2c(c1)OCO2	5.8	3.3	-89.1	2.4	-36.1	-106.8	8.2	40.3*
CSc1ccc(/C=C/C(=O)OCC(=O)NC2CCS(=O)(=O)C2)cc1 (stereo not drawn)	0.2	4.5	-6.4	1.1	-14.2	9.5	12.4	8.8
CCOC(=O)C1CCN(C(=O)CN2C(=O)NC3(CCCCC3)C2=O)CC1	0.0	-7.5	2.0	-0.5	-17.8	11.8	6.3	0.8
COc1ccc(CCNC(=O)CSc2nc(C)cc(C)n2)cc1OC	1.8	0.5	11.6	0.4	0.6	-0.1	3.7	6.4
O=C(Nc1ccc(F)cc1)C1CCCN(c2cnccn2)C1 (stereo not drawn)	-1.0	-19.8	-10.6	0.7	-26.0	-1.3	0.9	1.5
O=C(CSc1n[nH]c(-c2cccnc2)n1)Nc1ccnc2ccccc12	-1.5	2.5	10.3	-2.3	45.3	1.4	7.0	-0.6
CCCn1nnnc1-c1ccc(Cl)cc1	-0.2	5.6	-8.5	-1.4	25.3	1.2	9.4	9.5
CCn1c(O)c(/C=C2\C=Nc3ccccc32)sc1=Nc1ccccc1	9.3	10.2	-17.1	1.5	1.2	40.9	5.8	-16.1
Cc1ccc(S(=O)(=O)NCC(=O)NCC(=O)OCC(=O)NC(=O)NC(C)(C)C)cc1C	-1.6	-13.7	-9.5	-1.3	-7.8	9.7	19.5	8.1
C/C(=N/N=C/c1ccc(N(C)C)cc1)c1ccccc1	-7.4	17.8	-273.8	-6.6	-82.4	-163.4	13.4	14.2
CN1CCC(N(C)C(=O)/C=C/c2cn(-c3ccccc3)nc2-c2cccs2)CC1	4.2	14.7	17.0	2.4	76.3*	-25.0	12.4	14.2

High-throughput results from PubChem BioAssay.

Compounds as they come; about 6.6% have a hit in one of these screens.
